Screening results as filed in PubChem BioAssay.
JMJD2E inh: blocks human JMJD2E demethylase activity | B2RXH2 | JMJD2E catalytic domain, FDH-coupled NADH fluorescence (FDH is formaldehyde dehydrogenase) | Potency, µM (titrated, usually from 57.1 µM), for inactives: top-dose activity change, negative = inhibition, most hits filed as inhibitors | 230,000 compounds, 1.6% hits; active means well fitted inhibition curve with a large enough effect, not every such curve was filed as active; inconclusive means small, poorly fitted or top-dose-only effect, or another doubt; inactive means no such curve, though single readings can be large or run the other way;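 further: 0% = wells with enzyme and -100% = buffer wells without enzyme; nearly all actives have a fitted effect of over 50% in size; many of its hits are not listed in these tables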
ALDH1A1 inh: blocks purified human ALDH1A1 activity; P00352; Purified ALDH1A1, NADH fluorescence, propionaldehyde substrate; Potency, µM (top dose mostly 75.3 µM), without a hit: at the highest dose activity, negative = inhibition, usual class: inhibitors; 220,000 compounds, 7.3% hits; AID 1030; active means well fitted inhibition curve with a large enough effect, not every such curve was filed as active; inconclusive means small, poorly fitted or top-dose-only effect, or another doubt; inactive means no such curve, though single readings can be large or run the other way;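 further: plate controls were no enzyme wells and a reference inhibitor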
Target sequence (P00352 whole entry, looked up): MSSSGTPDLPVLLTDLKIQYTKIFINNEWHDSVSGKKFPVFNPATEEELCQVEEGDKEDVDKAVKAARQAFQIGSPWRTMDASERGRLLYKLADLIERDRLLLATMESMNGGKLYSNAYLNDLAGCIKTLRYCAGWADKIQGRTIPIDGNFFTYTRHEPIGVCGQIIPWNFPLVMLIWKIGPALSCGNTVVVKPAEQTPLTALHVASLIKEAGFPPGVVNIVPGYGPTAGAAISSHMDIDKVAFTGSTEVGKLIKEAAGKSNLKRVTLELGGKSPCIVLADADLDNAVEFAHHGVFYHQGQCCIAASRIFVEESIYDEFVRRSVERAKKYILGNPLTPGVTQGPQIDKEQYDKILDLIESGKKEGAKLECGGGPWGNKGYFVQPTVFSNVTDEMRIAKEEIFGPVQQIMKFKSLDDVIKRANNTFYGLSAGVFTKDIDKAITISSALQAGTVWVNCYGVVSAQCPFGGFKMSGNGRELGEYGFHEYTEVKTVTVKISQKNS
GAA inh: blocks human lysosomal alpha-glucosidase | 200,000 compounds, 0.005% hits | Potency, µM (highest dose often 76.9 µM), for the others: at the top dose activity change, negative = inhibition, usual class: inhibitors | purified human GAA, 4-MU-alpha-glucoside fluorescence | P10253 | AID 1466;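 further: plate controls were uninhibited enzyme wells for no effect and no-enzyme background for full effect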
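Endpoint fluorogenic read: 20 min room-temperature reaction of 4 nM human alpha-glucosidase with 400 uM 4-methylumbelliferyl-alpha-D-pyranoside, pH 5.0, quenched with 1M NaOH/1M glycine pH 10. AC50 from Hill modeling.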
GoLoco inh red: RGS12 GoLoco-Gai1 interaction inhibition. Gai1:RGS12 GoLoco peptide FP, rhodamine, 10 min. P63096. AID 880. Potency, µM (top dose mostly 61.6 µM), for the others: at the highest dose activity, negative = inhibition, usual class: inhibitors. 230,000 compounds, 0.44% hits; active means well fitted inhibition curve with a large enough effect, not every such curve was filed as active; inactive means no such curve, though single readings can be large or run the other way; further: on the % scale 0 is the no-effect control and ±100 the full control effect; nearly all actives have a fitted effect of over 30% in size; many of its hits are not listed in these tables
Target sequence (P63096 whole entry, looked up): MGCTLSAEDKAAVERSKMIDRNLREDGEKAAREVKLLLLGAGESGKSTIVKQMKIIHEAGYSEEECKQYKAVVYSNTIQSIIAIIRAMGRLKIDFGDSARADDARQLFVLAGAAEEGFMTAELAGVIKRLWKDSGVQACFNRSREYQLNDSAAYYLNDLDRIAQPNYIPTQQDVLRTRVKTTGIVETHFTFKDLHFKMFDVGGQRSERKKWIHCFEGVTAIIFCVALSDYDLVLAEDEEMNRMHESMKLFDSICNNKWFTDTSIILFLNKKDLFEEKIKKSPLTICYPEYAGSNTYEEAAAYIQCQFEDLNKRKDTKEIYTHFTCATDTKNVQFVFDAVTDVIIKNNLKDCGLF
aGal spleen mod: inhibits or activates alpha-galactosidase in human spleen homogenate. human spleen homogenate, 4MU-alpha-Gal fluorescence, 40 min. AID 2107. 240,000 compounds, 0.008% hits. Potency, µM (series often up to 80 µM), inactives show at the top dose activity change, negative = inhibition, most hits filed as inhibitors. P06280;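 further: 0% = enzyme with vehicle and -100% = no enzyme basal signal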
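Human spleen homogenate (1 ug) as enzyme source, 4-methylumbelliferyl-alpha-D-galactopyranoside 1 mM final, citrate/phosphate pH 5.0 with 0.01% Tween-20. Compounds 40 min at 37C, NaOH/glycine stop; fluorescence Ex 365/Em 440, Hill-fit AC50.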
aGlu spleen mod: inhibitors or activators of human alpha-glucosidase in spleen homogenate. 240,000 compounds, 0.006% hits. P10253. human spleen homogenate, 4-MU-alpha-glucoside fluorescence. Potency, µM (top dose mostly 79.9 µM), without a hit: top-dose activity change, negative = inhibition, actives largely listed as inhibitors. AID 2112;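 further: 0% = enzyme with vehicle and -100% = no enzyme basal signal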
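Human spleen homogenate (1 ug) incubated with compounds and 1 mM 4-methylumbelliferyl-alpha-D-glucopyranoside in pH 5.0 citrate/phosphate buffer, 37 C, 40 min. Stopped at pH 10; 4-MU fluorescence (Ex 365/Em 440 nm); AC50 by Hill fit.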
GAA glycogen: GAA glycogen-cleavage inhibition or activation. P10253. recombinant GAA, glycogen substrate, Amplex Red glucose oxidase fluorescence. Potency, µM (titrated, usually from 76.4 µM), for inactives: top-dose activity change, negative = inhibition, usual class: inhibitors. 300,000 compounds, 0.38% hits. AID 2100;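 further: 0% = full enzyme reaction and -100% = no-enzyme basal signal; the screen sought inhibitors and activators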
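Recombinant human alpha-glucosidase (4 nM final) hydrolysed bovine liver glycogen (30 ug) for 40 min at 37 C in pH 5.0 citrate/phosphate with 0.01% Tween-20. Released glucose detected by glucose oxidase/Amplex Red, Ex 573/Em 610 nm. Compounds up to 77 uM; AC50 from Hill fits.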
SMN2 splice up: SMN2 splice variant enhancement; HEK293 SMN2-luciferase splicing reporter, luminescence, 30-36 h; Potency, µM (titrated, usually from 46.1 µM), without a hit: at the top dose activity change, positive = activation, most hits filed as activators; AID 1458; 210,000 compounds, 2.8% hits; further: % of control where 0% means no effect; nearly all actives have a fitted effect of over 55% in size
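HEK293 cells carry an SMN2 […]–luciferase reporter in which exon 7 inclusion puts luciferase in frame. Cells were plated 10-12 h before compound addition, then incubated 30-36 h at 37C. ONE-Glo luminescence was read; sodium butyrate at 4.5 mM final served as control.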
Starred values were filed as active, the others as inactive; ? = inconclusive; . = no result given; [ ] = another dose, or the depositor's remark. Unless noted, the call rests on the fitted dose curve; in most records, active means well fitted curve in the direction sought with a large enough effect; inconclusive means small, poorly fitted or top-dose-only effect, or another doubt; inactive means no such curve, though single readings can be large; an effect the other way counts as inactive or inconclusive. Potency means the concentration at half of the fitted maximal effect. Not all compounds are listed. The share of hits here may be higher or lower than overall.

SMILES	JMJD2E inh	ALDH1A1 inh	GAA inh	GoLoco inh red	aGal spleen mod	aGlu spleen mod	GAA glycogen	SMN2 splice up
Cc1ccc(NS(=O)(=O)c2cc(C(=O)NCc3ccccn3)ccc2Cl)cc1C	7%	-2%	5%	1%	2%	-3%	4%	-4%
N#Cc1c(NC(=S)NC(=O)c2ccccc2)sc2c1CCCC2	6%	3.2µM*	2%	-2%	?	-7%	10%	16%
CCC(C)c1ccccc1NC(=O)C1CCCO1 (stereo unspecified)	7%	1%	-2%	2%	-2%	-5%	-4%	-11%
Cc1cc(N(C)C)c(C#N)c(N2CCCCC2)n1	-9%	-6%	-7%	.	-16%	-9%	-3%	.
CC(C)CN(C(=O)COC(=O)c1nc(Cl)ccc1Cl)C1CCS(=O)(=O)C1 (stereo unspecified)	-1%	-2%	-3%	3%	-12%	-5%	6%	1%
Nc1ccc(C23CC4CC(CC(O)(C4)C2)C3)cc1	7%	?	-2%	-8%	0%	-7%	2%	-11%
COc1ccc(C(=O)Nc2ccncc2)c(OC)c1	19%	3%	11%	10%	6%	1%	-5%	.
COc1ccc(CCC(=O)Nc2nc(-c3ccncc3)cs2)cc1	-5%	-14%	-1%	16%	0%	5%	-2%	-11%
CSc1nnc2c(n1)OC(c1ccsc1)N(C(C)=O)c1ccccc1-2 (stereo unspecified)	-4%	-3%	-1%	0%	-6%	3%	-4%	-23%
CC(C)OCCCNC(=O)C1CCN(S(=O)(=O)N2CCCC2)CC1	8%	-9%	-4%	10%	2%	1%	4%	-10%
CC(=O)Nc1ccc(Nc2cc(N3CCOCC3)c3nonc3c2[N+](=O)[O-])cc1	-1%	5%	-6%	9%	-4%	0%	6%	-15%
Brc1ccc(-c2csc(-c3ccncc3)n2)cc1	?	11%	-5%	1%	2%	-2%	10%	?
COc1ccccc1-c1noc(-c2ccccc2C(=O)Nc2cccnc2)n1	0%	?	-6%	11%	4%	-8%	4%	24%
Cc1ccccc1NC(=O)c1onc2c1CCCC2	-3%	-11%	-17%	-3%	6%	-1%	8%	?
CC(=O)Nc1c(-c2ccc(F)cc2)nc2ccccn12	?	?	-7%[15.4 µM]	3%	-17%	-15%	-3%	1%
O=C(O)c1ccc(OCC(O)Cn2cnc3ccccc32)cc1 (stereo unspecified)	-3%	1%	1%	10%	3%	0%	-4%	-17%
COCCn1c(=O)c(CCc2ccccc2)nc2cnc(Nc3cccc(OC)c3)nc21	.	-5%	.	17%	16%	0%	.	0%
COc1cccc(/C=C/C(=O)OCC(=O)Nc2ccccc2Sc2ccccc2)c1	?	?	1%	13%	-15%	4%	6%	-12%
O=C(CSc1ccc(-c2cccs2)nn1)NCCc1ccccc1	8%	-9%	2%	3%	-6%	-3%	2%	3%
CCOc1ccccc1NC(=O)CSc1nc2nc(-c3cccs3)cc(C(F)(F)F)c2c(=O)[nH]1	?	.	.	26%	12%	3%	8%	.
O=C(CCn1nc(-c2ccc(Cl)cc2)c2ccccc2c1=O)Nc1cccnc1	-2%	-3%	7%	-2%	12%	0%	-13%	-5%
CS(=O)(=O)N1CCCC(C(=O)NCc2ccc(F)cc2)C1 (stereo unspecified)	6%	6%	-4%	3%	?	-2%	6%	9%
Cc1c(NC(=S)N/C(=N/S(=O)(=O)c2ccccc2)c2ccccc2)c(=O)n(-c2ccccc2)n1C	2%	.	.	6%	8%	7%	-5%	.
CCOC(=O)C(=NC(C)C)NNc1cc(Cl)ccc1Cl	-5%	-18%	-3%	24%	-1%	-6%	?	6%
CC(C)(C)c1ccc(C(=O)NNc2ccc(F)cc2F)cc1	-7%	.	.	6%	-3%	1%	?	.
CC(=O)N1CCC2(CCCN(Cc3ccccc3)C2)CC1	.	-2%	.	-1%	-3%	6%	.	-1%
CC(/C=N/NC(=O)c1ccc2nc(C)[nH]c2c1)=C\c1ccccc1	-6%	?	-2%	40%[activator]	1%	8%	5%	17%
CC(=O)n1cc([C@H]2C=C(C(=O)NCc3ccccc3)O[C@@H](OCCCCO)C2)c2ccccc21	?	-7%	.	15%	5%	-2%	15%	.
CCOC(=O)/C(=C\c1cccc(O)c1)c1nc2sc(C)c(C)c2c(=O)[nH]1	-4%	7.9µM*	-5%	1%	-3%	-16%	3%	4%[1.84 µM]
NS(=O)(=O)c1cccc(NC(=O)Nc2ccccc2)c1	1%	.	.	0%	-7%	-1%	11%	.
Cc1c(Br)c([N+](=O)[O-])nn1CC(=O)NCCc1ccc(Cl)cc1	-4%	-1%	4%	6%	-15%	-15%	21%	-7%
CCC1Nc2ccccc2-c2nnc(SC)nc2O1 (stereo unspecified)	13%	-10%	-5%	4%	-4%	1%	12%	-3%
CC(=O)N(C)c1nc(N)n(-c2ccccc2)n1	-3%	5%	9%	10%	1%	1%	0%	3%
O=C(NCC1CCCO1)Nc1ccccc1 (stereo unspecified)	7%	11%	0%	2%	-5%	-1%	10%	-3%
COc1ccc(-c2nc3cccc(C)n3c2NCc2ccco2)cc1OC	?	?	6%	7%	-5%	-3%	-14%	21%
Cc1cccc(C)c1OCC(=O)NCC1CCCO1 (stereo unspecified)	-9%	?	1%	-4%	0%	-13%	-17%	?
N#CC1=C(N)C(C#N)(C#N)[C@H](c2ccsc2)[C@H]2COCC=C12	?	?	?	-7%	3%	-1%	-9%	7%
COc1ccc(NCc2nc3ccccc3n2CCOc2ccccc2)cc1	1%	-11%	0%	4%	-11%	-7%	?	?
O=C(O/N=C1/CCCc2occc21)c1ccccc1	7%	0%	-5%	5%	-5%	-5%	-1%	-7%
COc1cc(/C=N\NC(=O)OC(C)(C)C)ccc1OC(=O)c1ccco1	10%	7%	-15%	-2%	2%	-2%	4%	-6%
CC1(C)C2C(Cl)(Cl)C2(C)c2ccccc2N1C=O (stereo unspecified)	0%	.	.	6%	0%	-6%	6%	.
CN1Cc2sc(NC(=S)NC(=O)c3ccccc3)c(C#N)c2CC1(C)C	-20%	.	.	52%[activator]	0%	-5%	-16%	.
CCOC(=O)CSc1nnc(CNC(=O)c2ccc(S(=O)(=O)N3CCCC3)cc2)n1C	-5%	19µM*	1%	-43%	3%	-2%	-13%	25%
COc1cccc(-c2cc(-c3cccnc3)c(C#N)c(N)n2)c1	?	.	.	3%	?	8%	5%	.
COc1cc(C(=O)Nc2ccc3c(c2)OCCO3)c(-n2cnnn2)cc1OC	9%	-9%	3%	1%	-7%	-19%	-2%	-7%
Cc1nn(Cc2ccccc2)c2c1C(c1cccnc1)C(C#N)=C(N)O2 (stereo unspecified)	?	7.9µM*	-2%	-19%	-4%	-3%	18%	2%
c1ccc(C2CCCN(Cc3nc(CC4CC4)no3)CC2)cc1 (stereo unspecified)	-28%	-9%	4%	0%	0%	-7%	17%	5%
CCN(CC)S(=O)(=O)c1ccc(N2CCOCC2)c(NC(=O)C(C)(C)C)c1	-3%	.	.	-1%	0%	3%	6%	.
O=C(CCCn1c(SCc2cccc(F)c2)nc2ccccc2c1=O)NCC1CCCO1 (stereo unspecified)	11%	16µM*	-31%	2%	5%	1%	3%	-38%[inhibitor]
Cc1ccccc1NC(=S)N(Cc1ccccc1)Cc1cccs1	2%	-2%	-1%	11%	-3%	2%	1%	-2%
Cc1ccc(-c2csc(NC(=O)C3=NN(C4CCS(=O)(=O)C4)C(=O)CC3)n2)cc1 (stereo unspecified)	4%	.	.	2%	4%	4%	1%	.
CCn1nnnc1SCC(=O)Nc1nnc(C(C)C)s1	0%	?	?	17%	8%	2%	1%	0.4µM*

Ten entries from above, arranged by number of heavy atoms, rising:
SMILES	JMJD2E inh	ALDH1A1 inh	GAA inh	GoLoco inh red	aGal spleen mod	aGlu spleen mod	GAA glycogen	SMN2 splice up
CC1(C)C2C(Cl)(Cl)C2(C)c2ccccc2N1C=O (stereo unspecified)	0%	.	.	6%	0%	-6%	6%	.
CCn1nnnc1SCC(=O)Nc1nnc(C(C)C)s1	0%	?	?	17%	8%	2%	1%	0.4µM*
COc1cccc(-c2cc(-c3cccnc3)c(C#N)c(N)n2)c1	?	.	.	3%	?	8%	5%	.
Cc1ccccc1NC(=S)N(Cc1ccccc1)Cc1cccs1	2%	-2%	-1%	11%	-3%	2%	1%	-2%
Cc1nn(Cc2ccccc2)c2c1C(c1cccnc1)C(C#N)=C(N)O2 (stereo unspecified)	?	7.9µM*	-2%	-19%	-4%	-3%	18%	2%
CCN(CC)S(=O)(=O)c1ccc(N2CCOCC2)c(NC(=O)C(C)(C)C)c1	-3%	.	.	-1%	0%	3%	6%	.
COc1cc(C(=O)Nc2ccc3c(c2)OCCO3)c(-n2cnnn2)cc1OC	9%	-9%	3%	1%	-7%	-19%	-2%	-7%
Cc1ccc(-c2csc(NC(=O)C3=NN(C4CCS(=O)(=O)C4)C(=O)CC3)n2)cc1 (stereo unspecified)	4%	.	.	2%	4%	4%	1%	.
CCOC(=O)CSc1nnc(CNC(=O)c2ccc(S(=O)(=O)N3CCCC3)cc2)n1C	-5%	19µM*	1%	-43%	3%	-2%	-13%	25%
O=C(CCCn1c(SCc2cccc(F)c2)nc2ccccc2c1=O)NCC1CCCO1 (stereo unspecified)	11%	16µM*	-31%	2%	5%	1%	3%	-38%[inhibitor]
